TrxR1 substrate: qHTS Assay for Substrates of Mammalian Selenoprotein Thioredoxin Reductase 1 (TrxR1): qHTS; Potency, µM (top dose mostly 114 µM), for the others: at the top dose activity change, negative = substrate turnover; Thioredoxin reductase 1, cytoplasmic (Rattus norvegicus), O89049; AID 588456, 2011; purified TrxR1 substrate turnover, NADPH consumption readout; 0.01% of 390,000 active; also: potency is read from the fitted curve at half-maximal effect; % is scaled to controls: 0 for no effect and ±100 for the full control effect; nearly all actives have a fitted effect of over 50% in size
Target sequence (O89049 whole entry, looked up): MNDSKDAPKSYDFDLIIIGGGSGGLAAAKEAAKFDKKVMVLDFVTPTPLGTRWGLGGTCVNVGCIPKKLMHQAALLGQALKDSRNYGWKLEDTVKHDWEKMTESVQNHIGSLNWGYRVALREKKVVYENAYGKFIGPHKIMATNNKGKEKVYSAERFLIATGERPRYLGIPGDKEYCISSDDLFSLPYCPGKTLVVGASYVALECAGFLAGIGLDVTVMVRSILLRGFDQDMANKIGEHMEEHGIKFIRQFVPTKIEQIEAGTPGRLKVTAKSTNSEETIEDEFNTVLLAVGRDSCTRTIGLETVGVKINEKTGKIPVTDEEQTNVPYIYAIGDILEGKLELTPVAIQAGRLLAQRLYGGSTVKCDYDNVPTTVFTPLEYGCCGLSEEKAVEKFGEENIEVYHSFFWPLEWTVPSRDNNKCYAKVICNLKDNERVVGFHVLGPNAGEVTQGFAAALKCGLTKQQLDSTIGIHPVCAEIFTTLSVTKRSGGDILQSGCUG
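Rat TrxR1, dispensed at 90 nM, was prereduced with 400 uM NADPH (final) for 5 min at ~22 deg C, then incubated with compound 15 min before 400 uM selenite. A first-read NADPH fluorescence drop versus no-compound background flagged substrates.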
PI4K2A inh: qHTS for small molecular inhibitors of PI4K2A; purified PI4K2A, ADP-Glo luminescence, 1 h; stronger effect = lower value; activity change, negative = inhibition, % at 76.9 µM; 0.13% of 420,000 active; in the data active = activity change below about -50%; inconclusive = mostly about -30% to -49%;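 also: -100% = wells without enzyme as full effect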
Target sequence (Q9BTU6 whole entry, looked up): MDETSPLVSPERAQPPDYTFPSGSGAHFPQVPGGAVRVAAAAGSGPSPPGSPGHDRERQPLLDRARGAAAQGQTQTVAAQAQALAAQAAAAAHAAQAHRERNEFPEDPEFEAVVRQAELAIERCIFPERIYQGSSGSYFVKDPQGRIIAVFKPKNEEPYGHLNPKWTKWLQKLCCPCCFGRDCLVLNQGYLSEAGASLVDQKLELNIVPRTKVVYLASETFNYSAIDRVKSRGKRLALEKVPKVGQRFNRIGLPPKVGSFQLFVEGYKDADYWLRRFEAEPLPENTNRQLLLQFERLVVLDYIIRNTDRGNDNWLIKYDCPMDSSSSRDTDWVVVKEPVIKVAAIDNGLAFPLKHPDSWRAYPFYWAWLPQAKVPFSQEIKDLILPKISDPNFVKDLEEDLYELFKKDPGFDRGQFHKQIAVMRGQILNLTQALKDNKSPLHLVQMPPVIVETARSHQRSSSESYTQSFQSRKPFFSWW
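Compounds are screened against recombinant PI4K2A using PI as substrate and ATP, the latter dispensed at 300 microM. Reactions run one hour at ambient temperature before ADP-Glo detection; full inhibition defined by wells lacking enzyme.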
LDHA inh: qHTS assay for inhibitors of human lactate dehydrogenase. purified LDHA, NADH/diaphorase-resazurin fluorescence; stronger effect = lower value. L-lactate dehydrogenase A chain (Homo sapiens), P00338. activity change, % (values are at about 110 or 230 µM). 0.15% of 480,000 active; in the data active = activity change below about -30%; inconclusive = mostly about -25% to -30%;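 also: plate controls were DMSO wells for no effect and wells without enzyme for full effect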
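Remaining NADH was detected by diaphorase (0.133 mg/mL) converting 37 µM resazurin to fluorescent resorufin, read at 0 and 20 minutes. The preceding 5-minute room-temperature reaction used 2 nM LDHA, 0.2 mM sodium pyruvate and 0.06 mM NADH at pH 7.4.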
USP1 inh: Inhibitors of USP1/UAF1: Primary Screen. recombinant USP1/UAF1, Ub-Rhodamine cleavage fluorescence. Potency, µM (highest dose often 57.1 µM), inactives show at the highest dose activity change, negative = inhibition, actives largely listed as inhibitors. 0.23% of 390,000 active; also: potency is read from the fitted curve at half-maximal effect; % is scaled to controls: 0 for no effect and ±100 for the full control effect; nearly all actives have a fitted effect of over 60% in size; inactives centre near -12
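USP1/UAF1 complex at 1 nM was preincubated with compound for 15 min at room temperature, then Ub-Rho substrate (150nM final) was added. Fluorescence (480/540 nm) was read kinetically, 6 reads every 60 seconds.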
Glioma ERSR ind: qHTS for Inducers of the Endoplasmic Reticulum Stress Response (ERSR) in Human Glioma: qHTS; U87-MG GRP78 promoter luciferase reporter, 16 h; Potency, µM, for inactives: at the highest dose activation, most hits filed as activators; 0.02% of 420,000 active; also: potency is read from the fitted curve at half-maximal effect; series mostly up to about 76 µM; % of control where 0% means no effect; nearly all actives have a fitted effect of over 35% in size
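ERSR induction read as luciferase luminescence (Bright-Glo, 10 min at room temperature) in stably transfected human U87-MG glioma cells exposed to compounds for 16 h, using GRP78 as sensor.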
Vif-A3G inh: qHTS for Inhibitors of Vif-A3G Interactions: qHTS; DNA dC->dU-editing enzyme APOBEC-3G (Homo sapiens), Q9HC16; AID 602310, 2012; HeLa A3G-eYFP + Vif (tagged APOBEC3G with the HIV-1 protein that degrades it), YFP fluorescence, overnight; 0.076% of 410,000 active; Potency, µM (series often up to 46.1 µM), for inactives: top-dose activity, negative = active, usual class: inhibitors;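 also: potency is read from the fitted curve at half-maximal effect; % is scaled to controls: 0 for no effect and ±100 for the full control effect; nearly all actives have a fitted effect of over 60% in size; hits raise eYFP signal because A3G escapes Vif-driven loss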
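HeLa cells stably expressing Vif and C-terminally eYFP-tagged A3G, seeded overnight at 37 deg C, then exposed to compound by pintool overnight at 37 deg C. Rise in yellow fluorescence (Ex 488/Em 500-530, Acumen) marks blocked Vif-driven A3G degradation.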
mIDH1 inhibitor: qHTS for Inhibitors of mutant isocitrate dehydrogenase 1 (IDH1): qHTS; Potency, µM (top dose mostly 76.6 µM), for inactives: at the highest dose activity change, negative = inhibition, usual class: inhibitors; AID 602179, 2012; Isocitrate dehydrogenase [NADP] cytoplasmic (Homo sapiens), O75874; 0.093% of 390,000 active; IDH1-R132H enzyme, NADPH consumption, diaphorase/resazurin fluorescence; also: potency is read from the fitted curve at half-maximal effect; % is scaled to controls: 0 for no effect and ±100 for the full control effect; nearly all actives have a fitted effect of over 65% in size
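IDH1-R132H (0.5 ug/mL) preincubated 30 min with compound, then NADPH (0.016 mM) and alpha-KG (2 mM) added; 80 min at RT, pH 7.5. Remaining NADPH coupled via diaphorase/resazurin to fluorescence (540/590 nm); concentration-response curves normalized to no-enzyme control.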
Vif-APOBEC3F blk: qHTS for Inhibitors of Vif-A3F Interactions: qHTS; HeLa A3F-eYFP + Vif (tagged APOBEC3F with the HIV-1 protein that degrades it), YFP fluorescence increase; Potency, µM (series often up to 46.1 µM), for inactives: at the top dose activity, negative = active; 0.2% of 390,000 active; AID 602313, 2012; also: potency is read from the fitted curve at half-maximal effect; % of control where 0% means no effect; nearly all actives have a fitted effect of over 65% in size
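HeLa cells stably expressing A3F-eYFP plus Vif, plated and incubated overnight at 37 deg C, then exposed to compounds overnight at 37 deg C. Blocked degradation read as raised yellow fluorescence (Ex 488/Em 500-530).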
RXFP1 agonist: qHTS Assay for Agonists of the Relaxin Receptor RXFP1; Potency, µM (doses to about 57.5 µM), inactives show top-dose activation, usual class: activators; HEK293T-RXFP1 cAMP TR-FRET, 30 min; response scale: percent of porcine relaxin response, buffer zero; Relaxin receptor 1 (Homo sapiens), Q9HBX9; AID 2676, 2010; 0.3% of 370,000 active; also: potency is read from the fitted curve at half-maximal effect; % is scaled to controls: 0 for no effect and ±100 for the full control effect; nearly all actives have a fitted effect of over 60% in size; many of its hits are not listed in these tables
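HEK293 cells stably expressing RXFP1, treated 30 min at 37C with compounds plus PDE4 inhibitor Ro 20174; cAMP measured by HTRF TR-FRET. Normalized to buffer and 29 nM porcine relaxin; EC50 by Hill fit.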
Starred values were filed as active, the others as inactive; ? = inconclusive; · = not tested or not shown; & = joins results of further samples; [ ] = another dose, or the depositor's remark. Unless noted, calls follow the shape of the dose curve; as a rule, active = well fitted curve in the direction sought with a large enough effect; inconclusive = small, poorly fitted or top-dose-only effect, or another doubt; inactive = no such curve, though single readings can be large; an effect the other way counts as inactive or inconclusive. This is a subset. The share of hits here may be higher or lower than overall.

SMILES	TrxR1 substrate	PI4K2A inh	LDHA inh	USP1 inh	Glioma ERSR ind	Vif-A3G inh	mIDH1 inhibitor	Vif-APOBEC3F blk	RXFP1 agonist
Cc1ccc(C)c(OC2=NS(=O)(=O)c3ccccc32)c1	2%[57.1 µM]	-2	0&-1	-21%	-1%	-2%	-7%	-17%	0.3%
Cc1ccc(NC(=O)/C=C/c2ccc3c(c2)OCO3)nc1	-2%	2	-3	-13%	0%	-4%	3%	-4%	19%
Cc1ccc([C@H]2C[C@@H](O)[C@H](n3cc(-c4ccc(F)cc4)nn3)CN2Cc2cccs2)cc1	·	5	-1	-17%	-2%	-8%	0%	-17%	·
CCN1CCN(S(=O)(=O)c2c(C)[nH]c(C)c2C(=O)N2CCCCC2)CC1	-2%	-3	-18	-14%	-6%	-5%	-7%	-7%	2.0%
CC(=O)c1cccc(NC(=O)C2CCN(S(=O)(=O)c3ccc4c(c3)oc(=O)n4C)CC2)c1	-9%	2	-3	-12%	-4%	3%	-4%	4%	0.1%
Cc1ccccc1NC(=S)N(CCc1c(C)[nH]c2ccc(F)cc12)Cc1cccnc1	3%[11.4 µM]	3	-2	-20%	-2%	1%	-7%	0%	0.1%
CCn1c(SCc2ccccc2)nc2c1c(=O)[nH]c(=O)n2C	2%	-1	-2	-15%	-2%	5%	1%	-5%	2.6%
CSc1ncc(Cl)c(C(=O)Nc2cccc3ccccc23)n1	2%	-4	3	-15%	-2%	4%	16%	-2%	0.4%
CC1(C(=O)Nc2ccc3c(c2)OCO3)Cc2c(-c3ccccc3)ccnc2O1 (centres undefined)	·	5	-6	·	-3%	?	·	·	·
CCOC(=O)C1=C(C)NC(C)=C(C(=O)OCC)C1C(=O)OCC(=O)N1CCc2ccccc2C1	-2%	-1	-4	0%	-4%	-2%	-1%	-5%	4.0%
CC(/C=C1\SC(=S)N(CCC(=O)Nc2cccc(C(=O)O)c2)C1=O)=C\c1ccccc1	3%	-3	1	-21%	-1%	4%	4%	-13%	3.3%
O=C(NCc1ccc(Cl)c(Cl)c1)c1ccco1	0%	0	0	-8%	6%	-12%	0%	2%	0.7%

Retrieved by structure from the list above (2):
SMILES	TrxR1 substrate	PI4K2A inh	LDHA inh	USP1 inh	Glioma ERSR ind	Vif-A3G inh	mIDH1 inhibitor	Vif-APOBEC3F blk	RXFP1 agonist
Cc1ccc([C@H]2C[C@@H](O)[C@H](n3cc(-c4ccc(F)cc4)nn3)CN2Cc2cccs2)cc1	·	5	-1	-17%	-2%	-8%	0%	-17%	·
Cc1ccc(NC(=O)/C=C/c2ccc3c(c2)OCO3)nc1	-2%	2	-3	-13%	0%	-4%	3%	-4%	19%

New compounds follow:
SMILES	TrxR1 substrate	PI4K2A inh	LDHA inh	USP1 inh	Glioma ERSR ind	Vif-A3G inh	mIDH1 inhibitor	Vif-APOBEC3F blk	RXFP1 agonist
O=C(NCCc1ccccc1)C1CCN(c2ncnc3c2nc2n3CCCCC2)CC1	6%	0	9	-3%	-2%	0%	1%	-7%	8.0%
Cc1c(Cl)cccc1NC(=O)c1cccc(NC(=O)CCC(=O)O)c1	9%[57.1 µM]	9	-5	-12%	-5%	-3%	1%	7%	2.8%
CCNc1c(NS(=O)(=O)c2ccc(C3CCCCC3)cc2)c(=O)oc2ccccc12	-2%[57.1 µM]	3	-5	4%	-1%	-1%	-5%	-10%	-1.1%
COc1cc(OC)cc(C(=O)NNC(=O)CCc2ccccc2)c1	6%	-6	0	-22%	-2%	4%	-4%	0%	1.1%
NC(=O)CSc1nnc(-c2ccccc2Br)n1-c1cccc(C(F)(F)F)c1	4%[57.1 µM]	-1	0&-8	-1%	-1%	-9%	14%	3%	0.4%
Cc1ccc(SCc2c(-c3ccccc3)nn(C)c2Cl)cc1	-7%	-6	-2	-2%	-1%	0%	5%	-6%	2.1%
COc1ccc(Cl)cc1NC(=O)CN(C)CC(=O)Nc1ccccc1N1CCOCC1	-2%	10	-1	-23%	-8%	?	-6%	?	0.1%
CCN1CCN(c2ccc(S(=O)(=O)N3CCCCC3)cc2NC(=O)c2ccccc2)CC1	-1%	0	-9	-4%	-5%	1%	0%	6%	0.4%
CC(NC(=O)c1cc2ccccn2n1)c1ccccc1 (centres undefined)	2%[57.1 µM]	-9&-4	-20	-19%	-3%	2%	-6%	1%	-1.8%
O=C(NCCc1c[nH]c2ccccc12)/C(=C\c1cccnc1)NC(=O)c1ccco1	-7%	-6	-9	-1%	-3%	0%	3%	-15%	1.1%
NC(=O)c1cc(S(=O)(=O)NCCCc2ccccc2)cs1	-1%	1	0	-23%	-3%	2%	1%	-19%	-0.1%
Cc1ccc(NC(=O)Nc2cnccn2)c(C)c1	-3%	-3	-2	-6%	7%	1%	-5%	-1%	-0.4%
COc1ccc([N+](=O)[O-])c(C=CC(=O)c2ccccn2)c1	·	10	8	-15%	-11%	?	10%	8%	·
O=S(=O)(c1ccccc1)N1CC2CC(Br)C(Br)CC21 (centres undefined)	·	1	-3	5%	0%	-4%	-1%	-2%	·
O=C(NCc1ccccn1)Nc1ccccc1F	7%	0	0	-27%	6%	-7%	-7%	-2%	-1.6%
Cc1c(CCNC(=O)Cc2ccccc2)sc2nc(-c3ccc(F)cc3)nn12	5%[57.1 µM]	-1	-12	-11%	2%	0%	6%	1%	1.5%
COc1ccc(CC(=O)NNC(=O)c2cc(Cl)ccc2OC)cc1	0%	-1	-4	-1%	-3%	-4%	7%	-15%	-0.3%
Cn1c(=O)c(C(=O)NCCc2ccccc2)c(O)c2ccccc21	5%	1	1	-21%	8%	-5%	3%	-19%	5.2%
COc1ccc2nc(N3CCN(C(=O)C4COc5ccccc5O4)CC3)sc2c1 (centres undefined)	-9%	-1	-5	-1%	5%	0%	2%	-6%	0.3%
O=c1c2ccccc2n2c(-c3ccccc3O)nnc2n1Cc1ccc(F)cc1	-13%	-2	-16	-4%	-1%	3%	-6%	-1%	-2.6%
Cc1ccc(Nc2n[nH]c(=S)s2)cc1C	·	3	-7	-25%	3%	1%	-1%	0%	·
CC(C)(C)NC(=O)c1ccc2c(c1)CCO2	-6%	0	-5	-18%	-3%	3%	-5%	0%	1.9%
Cc1ccc(C)c(N2CCN(C(=O)CSc3ccsc3[N+](=O)[O-])CC2)c1	-20%[57.1 µM]	-2	2	-14%	-4%	0%	1%	-2%	-0.1%
Cc1ccc(NC(=O)c2cccnc2)cc1S(=O)(=O)N1CCOCC1	4%	2	-3	-16%	-5%	-2%	0%	4%	-0.2%
Cc1cccc(NC(=O)CN(CCc2ccccc2)S(C)(=O)=O)c1	-8%	-8	0	-23%	1%	0%	10%	-12%	2.5%
Cc1ccc(NC(=O)Nc2nnc(-c3ccncc3)s2)cc1C	-5%	-2	-5&-2	-28%	-1%	1%	0%	6%	-0.2%
CN(Cc1ccc(Cl)cc1)C(=O)CNC(=O)C12CC3CC(CC(C3)C1)C2	3%	-3	-7	-6%	-4%	-3%	4%	-26%	1.2%
CC(C)NC(=O)NC(=O)CSc1ncc(C(F)(F)F)cc1Cl	-2%	3	0	-10%	-1%	1%	3%	-1%	2.6%
CC(C)N(Cc1nccn1C)C(=O)c1cc(COc2ccc(-n3cncn3)cc2)on1	-2%	1	0	-13%	-2%	0%	8%	8%	·
CCCCC(=O)NC(c1ccc(N(C)C)cc1)c1ccc2cccnc2c1O (centres undefined)	-8%	6	20	-21%	-3%	?	0%	7%	-0.9%
CC(C)C[C@@H](CN)NC(=O)c1nc[nH]c1C(=O)N[C@@H](Cc1ccccc1)C(=O)CNC[C@H](C)NC(=O)c1nc[nH]c1C(=O)N[C@@H](C)C(=O)O	2%	-3	2	-32%	-3%	0%	11%	6%	·
CC(=O)c1cccc(NC(=O)c2cc(=O)[nH]c3ccccc23)c1	2%	-7	-2	-8%	0%	-1%	7%	1%	0.1%
CN1CCN(c2c([N+](=O)[O-])cnc3ccccc23)CC1	2%[57.1 µM]	-1	-3	-11%	-2%	3%	2%	2%	·
CC(Oc1ccc(-c2ccccc2)c(F)c1)c1ccn(S(=O)(=O)c2ccc(F)cc2)n1 (centres undefined)	9%[57.1 µM]	-1	2	-23%	0%	-1%	2%	2%	1.5%
COC(=O)C(NC(=O)Nc1ccccc1OC)C(C)C (centres undefined)	-1%	-2	-6	6%	-4%	1%	-4%	0%	-1.0%
COc1ccc(N2CC(O)=C(c3nc(-c4ccccc4)cs3)C2=N)cc1	4%	-2	0	-16%	-2%	-6%	5%	-16%	-39%[inhibitor]
COc1ccc2[nH]c(C)c(C(=O)CN3CCOCC3)c2c1	8%[57.1 µM]	-3	2	2%	4%	-1%	0%	-6%	0.0%
Cc1ccc(S(=O)(=O)N2CCN(CC(=O)N/N=C\c3ccc(O)c(O)c3)CC2)cc1	3%	-1	6	-17%	3%	6%	-4%	-7%	-4.0%
